Large T inhibition = SV40 large T antigen inhibitors, biochemical (AID 1903) | 310,000 compounds, 0.39% hits | SV40 large T antigen ATPase/helicase inhibition assay; higher % means a stronger effect | inhibition, % at 20 µM, or IC50 in µM where a hit was titrated; in the data active = a potency from the dose series; inconclusive = inhibition mostly from about 32% at the one dose, without a potency; inactive = the rest, 99 in 100 with inhibition below about 32%; note: strong numbers were not always called active
Ins promoter up = insulin promoter activators in MIN6 cells, imaging, high-content screening, mouse beta cells; MIN6 insulin promoter-GFP reporter; stronger effect = higher value; z-score at 5 µM; 190,000 compounds, 0.3% hits; AID 1625, 2009;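 active = z-score above 3 at 5 µM with at least 500 cells counted in the well; inconclusive = wells under 500 cells, flagged as cytotoxic or low count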
PMI inhibitors = inhibitors of human PMI, primary screen, biochemical, fluorescence intensity, coupled assay (AID 1209); Mannose-6-phosphate isomerase (Homo sapiens); purified PMI enzyme, coupled fluorescence intensity; higher % means a stronger effect; inhibition, % at 20 µM; hits with a dose series show IC50 in µM; 190,000 compounds, 0.42% hits;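 note: plate controls were DMSO vehicle for no effect and wells lacking substrate for full effect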
TNAP activation fold = human TNAP enzyme activators, primary screen, biochemical, luminescent, no phosphate acceptor, uHTS (AID 1001); 200,000 compounds, 0.03% hits; activation fold at 20 µM, or EC50 in µM where a hit was titrated; Alkaline phosphatase, tissue-nonspecific isozyme (Homo sapiens); purified TNAP, luminescent activation assay, no phosphate acceptor; higher activation fold means a stronger effect; in the data active = activation fold from about 3, or a potency from the dose series; inactive = the rest, 99 in 100 with activation fold below about 1.6; note: many of its hits are not listed in these tables
human PMI inhibitors = human PMI inhibitors, high substrate, primary screen, biochemical, fluorescence intensity, high mannose 6-phosphate (AID 1220) | 190,000 compounds, 0.66% hits | recombinant PMI enzyme, coupled fluorescence intensity; higher % means a stronger effect | one-dose inhibition, % at 20 µM; IC50 in µM for titrated hits
PhoP inhibition = inhibitors of PhoP regulon expression, primary screen, Salmonella Typhimurium, GFP reporter (AID 1863); S. Typhimurium PhoP-regulated promoter GFP reporter, 4 h; higher % means a stronger effect; 300,000 compounds, 0.16% hits; inhibition, % at 50 µM; hits with a dose series show IC50 in µM;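 active = inhibition over 29.93%, a cutoff 3 SD above the screen mean, later confirmed by dose response; inconclusive = inhibition over 29.93% but no dose response follow-up; inactive = inhibition at most 29.93% or unconfirmed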;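 note: 0% = low Mg2+ inducing control and 100% = high Mg2+ repressing control; strong numbers were not always called active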
West Nile antiviral = West Nile virus antiviral activity, cell-based, CPE readout (AID 1621); West Nile virus-infected cells, CPE inhibition; higher % means a stronger effect; 290,000 compounds, 0.02% hits; CPE inhibition, % at 10 µM, or IC50 in µM where a hit was titrated; in the data active = a potency from the dose series; inconclusive = CPE inhibition mostly from about 3.7% at the one dose, without a potency; inactive = the rest, 99 in 100 with CPE inhibition below about 2.2%; note: strong numbers were not always called active
CSM14.1 death rescue = rescue of cells from ER stress-induced death, primary screen, 384-well, CSM14.1, thapsigargin, ATP luminescence (AID 1222); cellular ATP content (survival), % at 20 µM; hits with a dose series show EC50 in µM; CSM14.1 thapsigargin-induced death rescue, ATP luminescence; higher % means a stronger effect; 190,000 tested, under 10 active;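 active = EC50 below 50 µM in the dose-response confirmation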;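 note: death triggered by thapsigargin at about 15 µM added after 2 h compound pretreatment; cell ATP read after overnight thapsigargin exposure of roughly 18 to 22 hours; normalized against plate controls of thapsigargin alone and 5% DMSO vehicle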
RSV CPE inhibition = RSV antiviral activity via CPE protection, HEp-2 cells, primary 10 µM value included (AID 2391) | HEp-2 cells, RSV-induced CPE inhibition; higher % means a stronger effect | CPE inhibition, % at 10 µM, or IC50 in µM where a hit was titrated | 310,000 compounds, 0.13% hits; in the data active = a potency from the dose series; inconclusive = CPE inhibition mostly from about 23% at the one dose, without a potency; inactive = the rest, 99 in 100 with CPE inhibition below about 21%; note: strong numbers were not always called active
Ins promoter up cell count = also measured in Ins promoter up; calls as there; cell count; measured here: cytotoxicity, nuclei count;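 total cells summed across four imaged fields per well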
Active calls of the source: *; ? = inconclusive; . = no result given. Cut-off read from the data, not from the text of the source, unless noted: active = inhibition above about 50%; inactive = the rest.

1: COc1ccc(CCNC(=O)c2cc(-c3ccccc3)c(N3CCOCC3)s2)c(OC)c1OC
2: Cc1cc(Cl)ccc1OCCCC(=O)Nc1cccnc1
3: CNC(=O)COC(=O)c1ccc2c(c1)S(=O)(=O)c1ccccc1C2=O
4: Cc1cc(C(F)(F)F)cc(NNC(=O)NC(=O)c2ccc(Cl)cc2)n1
5: Cc1nc(SCC(=O)Nc2cc(C)on2)c2c3c(sc2n1)CCCC3
6: CCOC(=O)N1CCN(S(=O)(=O)c2cc([N+](=O)[O-])ccc2C)CC1
7: CNC(=O)C1CCCN1S(=O)(=O)c1ccc(OC)cc1 (stereo not given)
8: Cc1ccc(C(=O)C2CCN(CC(=O)Nc3ccc4c(c3)OCCO4)CC2)cc1
9: CCCCc1nnc(SCC(=O)Nc2nccs2)n1CC
10: CCOC(=O)/C(C#N)=C(C)/C=C1\Sc2ccccc2N1CC

assay / entry	1	2	3	4	5	6	7	8	9	10
Large T inhibition	3%	11%	5%	25%	6%	-28%	4%	5%	10%	9%
Ins promoter up	.	1.5	.	-0.07	0.41	0.02	1.4	-0.65	.	1.9
Ins promoter up cell count	.	1219	.	1093	1341	1435	1119	1215	.	1135
PMI inhibitors	.	0%	.	.	15%	7%	15%	-2%	.	16%
TNAP activation fold	.	1.1	.	.	1.1	1	1.1	1.1	.	0.9
human PMI inhibitors	.	-1%	.	.	11%	5%	7%	-5%	.	2%
PhoP inhibition	-1%	-3%	8%	-3%	2%	-6%	12%	8%	2%	-25%
West Nile antiviral	1.0%	0.3%	0.1%	0.4%	1.7%	-0.3%	0.1%	-0.1%	-0.2%	-1.0%
CSM14.1 death rescue	.	3.7%	.	.	.	-1.7%	.	-0.8%	.	0.8%
RSV CPE inhibition	?	13%	2.7%	.	3.1%	-0.4%	1.3%	3.2%	0.0%	3.6%

11: Cc1cc(C(F)(F)F)c(C#N)c(=O)[nH]1
12: COc1ccccc1Oc1cn[nH]c1-c1ccc(OCC(=O)NN)cc1O
13: COc1ccc(-c2sc3ccccc3c2C#CCO)cc1
14: COc1ccc(CNC(C)(C)C)cc1Cl
15: CCCCOC(=O)Nc1ccccc1C(=O)OC
16: COc1ccc(C(=O)OCC(=O)NC2CCCC2)cc1OC
17: C1CN(c2nc3nonc3nc2N2CCSCC2)CCO1
18: COc1ccc2c(c1)C(NC(C)=O)C(=O)N2CCc1ccccc1 (stereo not given)
19: COC(=O)c1c(NC(=S)Nc2ccc(CC(=O)O)cc2)sc(C)c1C
20: CC1(C)OC(=O)C2(Cc3ccccc3N3CCCCC32)C(=O)O1 (stereo not given)

assay / entry	11	12	13	14	15	16	17	18	19	20
Large T inhibition	13%	25%	7%	5%	4%	14%	11%	4%	22%	19%
Ins promoter up	.	.	.	.	-1.3	.	-0.4	.	0.15	.
Ins promoter up cell count	.	.	.	.	1547	.	1135	.	1212	.
PMI inhibitors	0%	.	.	0%	4%	.	.	12%	9%	8%
TNAP activation fold	1.1	.	.	1.1	1.1	.	.	1	1.1	1.1
human PMI inhibitors	2%	.	.	-5%	7%	.	.	12%	9%	11%
PhoP inhibition	-1%	9%	6%	19%	12%	-4%	-2%	0%	-12%	-2%
West Nile antiviral	0.3%	-0.7%	-1.1%	-0.1%	0.1%	0.1%	0.1%	-0.2%	-1.0%	0.4%
CSM14.1 death rescue	-1.1%	.	.	-3.1%	-1.5%	.	.	-0.6%	-0.1%	-1.3%
RSV CPE inhibition	0.8%	1.8%	10%	-0.1%	0.6%	1.3%	0.9%	0.7%	1.4%	0.6%

21: O=C(O)CCC(=O)N1CCc2cc(S(=O)(=O)NCCc3ccc(Cl)cc3)ccc21
22: COCCN(C(=O)COC(=O)/C=C/c1ccc2ccccc2n1)c1c(N)n(Cc2ccccc2)c(=O)[nH]c1=O
23: Cc1noc(C)c1C(=O)OCC(=O)NCCc1ccc(Cl)cc1
24: Cc1cc2c(ncn2C(C)C)c(N)c1C
25: O=C(CCCN1C(=O)/C(=C\c2cccs2)SC1=S)Nc1cccc(C(=O)O)c1
26: C=CCN(CC=C)CCOc1ccccc1[N+](=O)[O-]
27: CCc1[nH]nc(C(=O)N2CCCC(Nc3cccc(F)c3)C2)c1C (stereo not given)
28: O=S(=O)(/C=C/c1ccccc1)N1CCc2ccccc2C1
29: CC1Cc2ccccc2N1C(=O)CSc1nnnn1C (stereo not given)
30: O=S1(=O)c2ccccc2N=NN1Cc1cc(Cl)cc(Cl)c1

assay / entry	21	22	23	24	25	26	27	28	29	30
Large T inhibition	14%	-6%	7%	14%	14%	13%	2%	24%	9%	16%
Ins promoter up	.	.	1.1	-0.38	0.19	-0.22	.	.	-0.3	-0.88
Ins promoter up cell count	.	.	978	1831	1165	1480	.	.	947	1223
PMI inhibitors	.	.	11%	23%	-8%	-2%	.	.	-14%	-11%
TNAP activation fold	.	.	1.1	1.3	0.9	1.1	.	.	1.2	1
human PMI inhibitors	.	.	13%	23%	-2%	-4%	.	.	-4%	-42%
PhoP inhibition	-6%	-4%	-1%	8%	0%	13%	-7%	1%	-1%	-3%
West Nile antiviral	0.2%	0.6%	-0.7%	0.2%	-0.5%	-0.8%	-0.1%	0.1%	-0.1%	-0.5%
CSM14.1 death rescue	.	.	-0.7%	-1.7%	0.0%	-1.7%	.	.	-0.5%	3.7%
RSV CPE inhibition	0.8%	2.2%	0.2%	1.9%	1.0%	1.7%	0.8%	3.0%	-0.3%	1.3%

31: NC(=O)NNc1ncc(C(F)(F)F)cc1Cl
32: S=C1NC2(CCCCC2)N=C1c1ccccc1
33: COc1ccccc1CC(=O)Nc1ccc(C(=O)N2CCCCC2)cc1
34: CC(=O)c1c(C)oc2ccc(N(C(C)=O)S(=O)(=O)c3ccc(F)cc3C)cc12
35: O=C(c1ccc2c(c1)OCO2)N1CCN(S(=O)(=O)c2ccc(Cl)cc2)CC1
36: COc1ccc(CC(=O)NNS(=O)(=O)c2ccc([N+](=O)[O-])cc2)cc1OC
37: Cc1cc(C(=O)N2CCCC(C(=O)c3cccc(C(F)(F)F)c3)C2)n[nH]1 (stereo not given)
38: Cc1ccc2c(c1)N(CC(=O)N1CCCCC1)C(=O)CO2
39: CC(=O)Nc1ccc(S(=O)(=O)N2CCN(S(=O)(=O)c3ccccc3)CC2)cc1
40: O=C(c1nsc(Cl)c1Cl)N1CCCCC1

assay / entry	31	32	33	34	35	36	37	38	39	40
Large T inhibition	6%	3%	15%	9%	1%	0%	6%	3%	11%	30%
Ins promoter up	-0.3	-0.19	.	.	.	.	.	.	.	0.9
Ins promoter up cell count	1227	1376	.	.	.	.	.	.	.	1119
PMI inhibitors	-5%	8%	.	.	.	.	.	.	.	0%
TNAP activation fold	1.2	1.2	.	.	.	.	.	.	.	1.1
human PMI inhibitors	-5%	0%	.	.	.	.	.	.	.	-1%
PhoP inhibition	10%	-1%	2%	-3%	10%	1%	13%	-5%	-1%	-8%
West Nile antiviral	0.1%	-0.4%	-0.7%	-1.3%	-0.1%	-0.3%	-0.4%	0.2%	-0.3%	0.2%
CSM14.1 death rescue	-0.1%	-3.4%	.	.	.	.	.	.	.	0.4%
RSV CPE inhibition	1.0%	1.6%	2.9%	2.3%	0.1%	1.0%	1.6%	-0.6%	1.1%	0.1%

Along the list, quoted from above:
PhoP inhibition for entries 31 to 40: 10%, -1%, 2%, -3%, 10%, 1%, 13%, -5%, -1%, -8%

Three of the entries above in order of their number in human PMI inhibitors, highest first.
nr	SMILES	human PMI inhibitors
32	S=C1NC2(CCCCC2)N=C1c1ccccc1	0%
40	O=C(c1nsc(Cl)c1Cl)N1CCCCC1	-1%
31	NC(=O)NNc1ncc(C(F)(F)F)cc1Cl	-5%

Going on with the list.
41: COc1ccc(-c2ccc(OC)cc2)cc1
42: O=C(c1n[nH]c2ccccc12)N1CCN(c2ccc(F)cc2)CC1
43: C[C@H](NC(=O)c1cc2cc(Cl)ccc2n1C)C(=O)N[C@@H](Cc1ccccc1)C(=O)O
44: C=C1CCN([C@@H](Cc2ccccc2)C(=O)NCc2ccc(Cl)cc2)S(=O)(=O)c2ccccc21
45: Cc1nc(Sc2ccccc2)c(C#N)cc1-c1ccccc1
46: COc1ccccc1NS(=O)(=O)c1ccc(/C=C/C(=O)O)cc1
47: CCCN(CCC)C(=O)/C=C/c1cccc([N+](=O)[O-])c1
48: CCOc1cccc(-c2nnc3sc(-c4cccs4)nn23)c1
49: COc1ccc(-c2csc(NC(=O)c3ccoc3C)n2)cc1
50: Cc1ccc(SCCNC(=O)c2ccc(C)c([N+](=O)[O-])c2)cc1

assay / entry	41	42	43	44	45	46	47	48	49	50
Large T inhibition	11%	4%	11%	2%	2%	-2%	9%	5%	6%	-2%
Ins promoter up	.	-0.48	.	.	.	0.18	1.1	.	-0.34	-0.34
Ins promoter up cell count	.	1308	.	.	.	1208	1069	.	1564	1592
PMI inhibitors	-13%	2%	.	.	3%	-10%	.	13%	11%	9%
TNAP activation fold	1	1.1	.	.	1.1	1.2	.	1.1	1	1
human PMI inhibitors	-11%	-4%	.	.	4%	-13%	.	8%	7%	12%
PhoP inhibition	-3%	1%	-4%	-7%	-11%	3%	-2%	6%	-5%	29%
West Nile antiviral	0.1%	-0.8%	0.2%	-0.8%	0.1%	0.1%	-0.1%	-0.3%	-0.1%	-0.4%
CSM14.1 death rescue	-3.0%	.	.	.	3.0%	-1.4%	.	2.3%	-0.5%	3.5%
RSV CPE inhibition	1.0%	6.5%	0.9%	13%	0.3%	0.5%	1.5%	12%	3.4%	5.3%

51: Nc1cc(=O)[nH]c(SCC(=O)Nc2ccccc2-c2ccccc2)n1
52: CC(OC(=O)c1ccc(NS(=O)(=O)c2cccs2)cc1)C(=O)N(C)C1CCCCC1 (stereo not given)
53: O=C1CCCN2N=C(SCC(=O)Nc3ccccc3C(F)(F)F)SC2=N1
54: O=S(=O)(c1ccccc1)N1CN(Cc2ccc(F)cc2)c2nc3ccccc3nc21

assay / entry	51	52	53	54
Large T inhibition	27%	13%	6%	18%
Ins promoter up	.	0.64	.	-0.54
Ins promoter up cell count	.	1559	.	1107
PMI inhibitors	0%	16%	.	.
TNAP activation fold	1	1.2	.	.
human PMI inhibitors	-1%	17%	.	.
PhoP inhibition	0%	8%	1%	-4%
West Nile antiviral	0.9%	0.0%	-0.3%	0.2%
CSM14.1 death rescue	1.3%	-1.7%	.	.
RSV CPE inhibition	1.6%	6.8%	2.7%	2.3%
